KDM5B inhibitor = blocks human KDM5B histone demethylase activity; Potency, µM (top dose mostly 57.7 µM), for inactives: at the top dose activity change, negative = inhibition, most hits filed as inhibitors; KDM5B demethylase, FDH-coupled NADH fluorescence (FDH is formaldehyde dehydrogenase); 220,000 compounds, 2.6% hits; AID 1347165; active = well fitted inhibition curve with a large enough effect; inconclusive = small, poorly fitted or top-dose-only effect; inactive = no such curve, though single readings can be large or run the other way; note: 0% is about no effect; nearly all actives have a fitted effect of over 70% in size
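qHTS format, multiple compound concentrations. Buffer 50 mM HEPES pH 7.5/0.01% Tween-20; 200 nM KDM5BΔAP final; 10 min compound preincubation; substrate-mix levels 12.5 µM peptide, 25 µM α-KG, 0.25 mM NAD⁺; 30 min RT; ΔRFU.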
The depositor's hits bear a star; ? = inconclusive; & = joins results of further samples; [ ] = dose if it differs, or a comment. Potency is the fitted concentration of half-maximal effect.

SMILES	KDM5B inhibitor
CCn1ccc(C(=O)N2CCCC(c3nn(C)c(=O)n3-c3ccccc3)C2)n1 (stereo unspecified)	-9%
O=C(Nc1c(C(=O)O)oc2ccccc12)c1ccc(C(F)(F)F)cc1	-23%
CNC(=O)c1cc2cc(-c3c(C)noc3C)nc(-c3ccccc3C)c2o1	35µM*
Cc1ccc(-c2nnn(Cc3cc(=O)n4ccsc4n3)n2)cc1	-8%
Cc1cc2c(cc1S(=O)(=O)C(C)CC(=O)NC1CCC(C)CC1)OCC(=O)N2 (stereo unspecified)	7%
C/C(=N\NC(=O)CSc1nc(C)cc(C)n1)c1ccc([N+](=O)[O-])cc1	-5%
Cc1cn2c(=O)cc(CN3CC(=O)N(C)c4ccccc4C3=O)nc2s1	?
O=C(NCc1ccc2c(c1)OCO2)C1Cn2cccc2C(=O)N1Cc1ccccc1 (stereo unspecified)	-19%
Cc1n[nH]c(C)c1S(=O)(=O)N(CC(=O)NCc1ccccc1Cl)c1ccc(C(C)C)cc1	-15%
CCc1nc(N)sc1C	14%
Cc1oc(-c2ccc(C(=O)N3CCN(C)CC3)cc2)nc1CN1CCc2ccccc21	2%
COCCCNC(=O)Cn1c(=O)n(-c2cccc(C)c2)c(=O)c2c1c1cc(C)ccc1n2C	?
CCS(=O)(=O)c1ccc2oc(Nc3ccc(Oc4ccccc4)cc3)nc2c1	-14%
COc1ccc(CNC(=O)c2cc3c(=O)n(Cc4cccs4)ccc3nc2C)cc1	?
Cc1cc(NC(=O)N2CCC(n3cnnc3C3CC3)C2)ccc1Br (stereo unspecified)	20%
Cc1nc(C(C)C)cc(N2CCC(Oc3cccc(F)c3)(C(=O)O)CC2)n1	-24%
Cc1ccccc1NC(=O)N(Cc1nnc2n1CCCCC2)c1ccc(F)cc1	18%
COc1ccc(C2(C(=O)N3C[C@@H](Oc4cccnc4)C[C@H]3C(=O)NC3CC3)CC2)cc1	-17%
COCCn1c(CNC(=O)c2cc(OC)c(OC)c(OC)c2)nc2cccnc21	-1%
COCCn1c(C)cc(C(=O)C(=O)Nc2nnc(COc3cc(C)ccc3C)s2)c1C	-8%
CN(C)c1ccc(CN2CC(Oc3ccc(F)cc3F)C2)cc1	-3%[149 µM]
CCOc1ccccc1NC(=O)CCc1ncc(-c2ccc(C)cc2)o1	3%
CCc1ccc2nc(Nc3nc(CSc4ccc(C)cc4)cc(=O)[nH]3)nc(C)c2c1	20%
CCn1c(/C=C/c2cn(CC)c3ccccc23)nc2ccccc2c1=O	-11%
CC(C)NC(=O)c1cc2c(Cl)nc3ccccc3c2s1	-21%
Cc1cc(C(=O)NCCc2ccccc2)c2cccc(C)c2n1	?
O=C1CCC2(CNC(=O)C3CCC3)CCCC=C2N1 (stereo unspecified)	18%
CC1CCc2c(sc3nnn(Cc4ccccc4)c(=O)c23)C1 (stereo unspecified)	?
COc1ccc(Cn2c(SCc3ccc(C(=O)NCc4ccc(C)cc4)cc3)nc3cccnc32)cc1	?
CC1=C[C@@H](CNC(=O)COc2ccccc2)[C@H](C(C)C)C[C@H]1CC(=O)NCc1cccnc1	16%
O=C1NCC2(CCN(C(=O)c3ccccc3C3CCNC3)CC2)O1 (stereo unspecified)	-23%
Cc1ccc(CNC(=O)c2ccc3c(c2)N(C(=O)c2ccc(F)cc2)CC3)o1	-1%
COCCNC(=S)N=Nc1c(O)[nH]c2ccc([N+](=O)[O-])cc12	16%
Fc1cc(Nc2ncc(-c3ccccc3)c3c2OCC3)cc(N2CCOCC2)c1	13µM*
COc1ccc2nc(C[C@@H]3C[C@@H](C(C)C)[C@H](CNC(=O)CC4(CC(=O)O)CCCC4)C=C3C)[nH]c2c1	?
Cc1cnc(CC2CCNC2)n1C(C)C (stereo unspecified)	-25%
O=C(c1ccccc1C1CCNC1)N1CCC(Nc2ncccn2)CC1 (stereo unspecified)	?
COc1cc2c(=O)c(S(=O)(=O)c3ccccc3)cn(CC(=O)Nc3ccccc3C)c2cc1OC	?
CCOC(=O)c1cccc(NC(=O)N2CC[C@@H](CC(=O)NCc3ccccc3)[C@@H](CC)C2)c1	-19%
CN1[C@@H](CCC(=O)NCc2ccc(F)cc2)CNC(=O)[C@@H]2[C@H]1CCN2Cc1ccc(S(C)(=O)=O)cc1	?
CCc1ccc(CNC(=O)C2CCCN(c3nnc(C)c4c(C)n(-c5ccccc5)nc34)C2)cc1 (stereo unspecified)	?
CN(C)CC(O)c1cc2n(n1)CCCN(C(=O)c1cccn1C1CC1)C2 (stereo unspecified)	-14%
C[N+]1(C)CC2CCC(Cl)=C(Cl)C2C1 (stereo unspecified)	11%
Cc1ccc(O)c(NC(=O)C2=CC(c3ccco3)=NS(=O)(=O)N2C)c1	-16%
CCCN(C(=O)C1Cc2ccccc2C(=O)O1)c1c(N)n(Cc2ccccc2)c(=O)[nH]c1=O (stereo unspecified)	0%
Cc1cccc(C(=O)NNc2ncnc3c2cnn3-c2ccc(C)cc2C)c1	-5%
CCCn1ccc2oc(C)c(C(=O)NCc3ccc(OC)cc3)c2c1=O	?
COc1cc(NC(=O)CN(C)S(=O)(=O)c2ccc3[nH]c4c(c3c2)CCCC4)cc(OC)c1OC	?
COC(=O)C1=C(C)NC(=O)C1(NC(=O)c1ccccc1C)C(F)(F)F (stereo unspecified)	14%&-6%
CCCn1nc(SCC(=O)OCC)n2c(=O)c3c(nc12)-c1ccccc1CC3(C)CC (stereo unspecified)	?

As entered above.
O=C1NCC2(CCN(C(=O)c3ccccc3C3CCNC3)CC2)O1 (stereo unspecified) @ KDM5B inhibitor: -23%
CCOc1ccccc1NC(=O)CCc1ncc(-c2ccc(C)cc2)o1 @ KDM5B inhibitor: 3%
COCCn1c(CNC(=O)c2cc(OC)c(OC)c(OC)c2)nc2cccnc21 @ KDM5B inhibitor: -1%
CN(C)CC(O)c1cc2n(n1)CCCN(C(=O)c1cccn1C1CC1)C2 (stereo unspecified) @ KDM5B inhibitor: -14%

Later entries:
SMILES	KDM5B inhibitor
COc1ccccc1CNC(=O)c1cc(C)nn1-c1ccccc1	28%
Oc1c(C(c2ccc(Cl)cc2)N2CCCC2)sc2nc(-c3ccco3)nn12 (stereo unspecified)	-21%
Cc1ccc2oc(C(=O)N(C)CCc3ccccc3)c(C)c2c1	-18%
Cc1ccc(C)c(S(=O)(=O)N2CCN(C(=O)c3cncc(Br)c3)CC2)c1	14%
CCNCc1ccc(-c2ccccc2)o1	9%&-19%
CCOC(=O)CCNC(=O)N1C[C@@H](Oc2cccnc2)C[C@H]1C(=O)N1CCCC1	28%
CCc1cccc(NC(=O)c2ccc3c(=O)n4nc(Nc5ccccc5OC)sc4nc3c2)c1	-33%
COc1ccc(C(=O)c2c(N)c(C(=O)Nc3ccccc3)c3ccccn23)cc1	-12%
CCC1=NN(C(=O)CSCc2ccccc2Cl)C(O)(C(F)(F)F)C1 (stereo unspecified)	-10%
CNC(=O)c1cccc(-c2cnc3[nH]cc(CC(=O)N(C)C)c3c2)c1	0%[86.2 µM]

Structures shown so far that have bromine, in the order listed:
SMILES	KDM5B inhibitor
Cc1cc(NC(=O)N2CCC(n3cnnc3C3CC3)C2)ccc1Br (stereo unspecified)	20%
Cc1ccc(C)c(S(=O)(=O)N2CCN(C(=O)c3cncc(Br)c3)CC2)c1	14%

The results go on.
SMILES	KDM5B inhibitor
COc1ccc(-c2cnc(C)o2)cc1S(=O)(=O)Nc1ccc(C)c(F)c1	6%&-14%
Cn1cnc(S(=O)(=O)Nc2ccc(OC(F)F)cc2)c1	-29%
COCCOc1ccc(C(=O)/C=C/c2cc(OC)c(O)c(OC)c2)cc1	-24%
O=C(c1ccc(OC2CCN(C(=O)c3cccc(Cl)c3)CC2)nc1)N1CCOCC1	-32%
Cc1nnc(CCNC(=O)[C@H]2CNC[C@@H](C(=O)N3CCCC3)C2)s1	107%[activator]
COc1ccc(-c2noc([C@@H]3CCCN3C(=O)Cc3ccccc3Cl)n2)cc1	0%
O=C(NC1CCCN(c2cc(-c3ccc(F)cc3)[nH]n2)C1)c1ccc(Br)cc1 (stereo unspecified)	7%
COc1ccc2c(C)c(CCC(=O)N(C)C3CCC(C)CC3)c(=O)oc2c1 (stereo unspecified)	?
CC(=O)C1(C)N(O)C(C)C(c2cccs2)=[N+]1[O-] (stereo unspecified)	19%
CCOC(=O)c1c(S(=O)(=O)N2CCCC(C(=O)N3CCN(c4ccccc4)CC3)C2)c(C)n(C)c1C (stereo unspecified)	-21%

Gathered by group: the compounds so far containing a COOH group (three)
SMILES	KDM5B inhibitor
O=C(Nc1c(C(=O)O)oc2ccccc12)c1ccc(C(F)(F)F)cc1	-23%
Cc1nc(C(C)C)cc(N2CCC(Oc3cccc(F)c3)(C(=O)O)CC2)n1	-24%
COc1ccc2nc(C[C@@H]3C[C@@H](C(C)C)[C@H](CNC(=O)CC4(CC(=O)O)CCCC4)C=C3C)[nH]c2c1	?

Other structures.
SMILES	KDM5B inhibitor
CC(C)NC(=S)N/N=C/C1CCCCC1	-3%
CC1(C)C2CCC1(CS(=O)(=O)N1CCC(C(N)=O)CC1)C(=O)C2 (stereo unspecified)	9%
O=C(NC[C@H]1OC[C@@H](NC2CCC(F)(F)CC2)[C@@H]1O)c1ccncc1	14%[86.2 µM]
O=C(/C=C/c1cccc([N+](=O)[O-])c1)c1ccc2ccccc2c1	13%
COc1ccc(-c2noc(CC3CCN(C(=O)Cc4ccc(OC)c(Cl)c4)CC3)n2)cc1	5%
CCC(=O)N1CCc2cc(Br)cc(S(=O)(=O)N3CCC(C(=O)Nc4ccccc4CC)CC3)c21	-7%
COc1cc2c(cc1OC)n(CC(=O)Nc1ccc(C)cc1C)c(=O)n1nc(-c3ccccc3)nc21	-27%
CCCN1CCCCC12Cc1ccccc1CN(C(=O)CCCC(=O)O)C2 (stereo unspecified)	-11%[115 µM]
Cc1cc(NN)nc(Cc2ccccc2)n1	-2%
COc1ccc(OC)c2sc(N(CCCN(C)C)C(=O)c3ccco3)nc12	?
Cc1ccc(Cl)cc1NC(=O)Cn1nnc2sc3c(c2c1=O)CCC(C(C)(C)C)C3 (stereo unspecified)	-19%
COc1cc(=O)n2c(c1C(=O)Nc1cc(F)ccc1Cl)CCCC2	-5%
O=C(Cn1nc(Cc2ccncc2)c2ccccc2c1=O)Nc1cccc(C(F)(F)F)c1	-12%
CCCn1nc(C)cc1CN(C)c1ccc(NC(=O)c2ccc(OC)cc2)cc1C(=O)O	-3%
CCN(CC)CCNC(=O)c1ccc(Cn2c(SCc3ccccc3)nc3cccnc32)cc1	?
Cc1cc2c3c(c1)C(C)CC(C)(C)N3C(=O)C2=C(C#N)C#N (stereo unspecified)	2%
c1cc(N2CCOCC2)ncc1-c1noc([C@@H]2CCCN2C2CCOCC2)n1	?
O=C(Nc1ccc(O)cc1)c1csc(NC2CC2)n1	-25%
Cn1cccc1CN1CCC2(C1)C(=NC1CCCC1)NC(=O)N2c1cc(F)cc(F)c1 (stereo unspecified)	?
CCCn1c2ccccc2c2cnn(CC(=O)Nc3ccccc3OC)c(=O)c21	?
O=C(Nc1ccccc1)Nc1ccc([C@@H](O)[C@H]2COCC(=O)N2CC2CC2)cc1	21%[86.2 µM]
COc1ccccc1CNC(=O)c1noc(-c2ccc3c(c2)OCO3)n1	?
C[S+](=O)([O-])c1ccc(-c2cc(C(=O)N3CCOCC3)nn3cccc23)cc1	-4%[115 µM]
Cc1cc(=O)oc2cc(OS(=O)(=O)c3ccc(F)cc3)ccc12	?
CCc1nnsc1C(=O)NCC1(c2ccc(F)cc2)CCOCC1	17%
COc1ccc(OC)c(NC(=O)C(C)n2c(=O)cc(C)c3c(C)nn(-c4ccccc4)c32)c1 (stereo unspecified)	1%
CCOc1cccc(CN2C[C@@H](COC)[C@H](C(=O)N(C)C)C2)c1	-11%
CN(CC1CCOC1)C(=O)c1ccc(Cl)s1 (stereo unspecified)	-2%
Cc1ccc(NC(=O)Cn2c(C)cc3nc4n(c(=O)c32)CCCC4)cc1	26%
CCOC(=O)C1=C(C)N=C2SC=C(CC(=O)N3CCOCC3)N2C1c1cccc(Cl)c1 (stereo unspecified)	-27%
COc1ccc(CCNC(=O)CCc2c(C)nc3cc(-c4ccccc4OC)nn3c2C)c(OC)c1	?
O=c1c2cc3c(cc2nc(SCc2nc(-c4ccccc4Cl)no2)n1Cc1ccco1)OCO3	-10%
CCOC(=O)c1ccc(COC(=O)CCc2nc3ccccc3[nH]c2=O)cc1	-1%
O=C(c1ccccc1)N1CCC2(CN[S+](=O)([O-])c3cccnc3O2)C1 (stereo unspecified)	9%[115 µM]
CCOC(=O)C1=CN(CC(=O)NC(C)c2ccccc2)S(=O)(=O)N=C1C (stereo unspecified)	7%
COc1ccccc1OCc1nc2c(n1Cc1ccccc1)C(=O)N(Cc1ccccc1F)CCN2	-7%
O=C(Nc1ccc(-c2nnc3n2CCCC3)cc1)c1ccccn1	-16%
COc1cccc(-c2nc(S(=O)(=O)c3ccc(C)cc3)c(N3CCCCCC3)o2)c1	?
CCOc1ccc(C2NC(=O)N(Cc3noc(C4CCCCC4)n3)C3=C2C(=O)OC3)cc1 (stereo unspecified)	-7%
O=C(c1ccc(C(F)(F)F)cc1)N1CC(Oc2ccc(F)cc2F)C1	22%[115 µM]
COc1ccc2nc(C[C@@H]3C[C@@H](C(C)C)[C@H](CNC4CCCCC4)C=C3C)[nH]c2c1	-26%[86.2 µM]
Cc1cc(C)cc(OCC(=O)c2ccc3c(c2)N(CC(=O)NCc2ccccc2)C(=O)CO3)c1	-6%

Three entries from above, ordered by the number in KDM5B inhibitor, rising:
SMILES	KDM5B inhibitor
O=C(Nc1ccc(-c2nnc3n2CCCC3)cc1)c1ccccn1	-16%
COc1ccccc1OCc1nc2c(n1Cc1ccccc1)C(=O)N(Cc1ccccc1F)CCN2	-7%
CCOC(=O)c1ccc(COC(=O)CCc2nc3ccccc3[nH]c2=O)cc1	-1%

Screening data (PubChem)

Only part of the results is shown. The share of hits here may be higher or lower than overall.
